HIV fusion peptide: cell-free HIV fusion peptide-binding blockers – biochemical, uHTS, fluorescence dequenching, primary screen (AID 1986) | inhibition, % at 20 µM; hits with a dose series show IC50 in µM | 290,000 compounds, 0.3% hits | cell-free peptide binding, fluorescence dequenching, 30 min; higher % means a stronger effect; in the data active = inhibition mostly above about 52%, no sharp cut-off; inactive = mostly below about 76%; note: some results filed as inactive read as strong as hits
GPR55 beta-arrestin: GPR55 agonists via beta-arrestin recruitment, primary screen, imaging, U2OS cells, beta-arrestin-GFP redistribution (AID 1961); one-dose activation, % at 10 µM; EC50 in µM for titrated hits; U2OS GPR55 beta-arrestin-GFP redistribution imaging; higher % means a stronger effect; 290,000 compounds, 0.048% hits;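 active = activation above 40% with more than 50 cells counted in the well; inconclusive = wells holding fewer than 50 cells, flagged as toxic or sparse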;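 note: U2OS osteosarcoma cells stably expressing GPR55 and beta-arrestin-GFP; plate controls were DMSO negative control for no effect and LPI positive control for full effect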
NS5 inhibitors: flavivirus cap methylation enzyme inhibition – biochemical, confirmation dose response, primary screen (AID 588689); Dengue-2 NS5 methyltransferase capping enzyme assay, biochemical; higher % means a stronger effect; inhibition, % at 25 µM, or IC50 in µM where a hit was titrated; 340,000 compounds, 0.3% hits; in the data active = a potency from the dose series; inconclusive = inhibition above about 29% without an active follow-up result
Siah-1 displacement: Siah-1 peptide-binding antagonists, primary screen, biochemical, fluorescence polarization, rhodamine-plectin, uHTS (AID 1817); Siah-1 / rhodamine-plectin peptide fluorescence polarization; higher % means a stronger effect; one-dose displacement, % at 20 µM; IC50 in µM for titrated hits; 290,000 compounds, 0.02% hits;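 active = displacement of at least 50% at 20 µM, with a fluorescence ratio check between 0.3 and a set limit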;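 note: plate controls were Siah plus tracer with DMSO for no effect and tracer alone without Siah for full effect; strong numbers were not always called active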
GPR35 arrestin U2OS: inhibition of zaprinast-stimulated GPR35 beta-arrestin translocation – imaging, U2OS, beta-arrestin-GFP, zaprinast agonist, primary screen (AID 2058); U2OS GPR35 beta-arrestin-GFP translocation imaging, zaprinast antagonism; higher % means a stronger effect; inhibition, % at 10 µM, or IC50 in µM where a hit was titrated; 290,000 compounds, 0.052% hits;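 active = inhibition of at least 50% with at least 30 cells and total cytoplasm GFP at most 10,000,000; inconclusive = under 30 cells or total GFP of 10,000,000 plus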
GPR55 LPI antagonism: GPR55 antagonists blocking LPI-driven arrestin recruitment, primary screen, imaging, U2OS, beta-arrestin-GFP, LPI agonist (AID 2013). one-dose inhibition, % at 10 µM; IC50 in µM for titrated hits. U2OS GPR55 beta-arrestin-GFP translocation imaging, LPI antagonism; higher % means a stronger effect. 290,000 compounds, 0.13% hits;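 active = spots per cell inhibited over 60%, with over 100 cells counted and total cytoplasm intensity under 500,000; inconclusive = wells with under 100 cells, flagged as likely toxic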;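 note: U2OS cells stably carrying GPR55 and arrestin-GFP stimulated by 5 µM LPI near EC80; imaged beta-arrestin-GFP aggregate spots per cell after agonist stimulation; plate controls were LPI-stimulated DMSO wells for no effect and DMSO wells without LPI for full effect; some results filed as inactive read as strong as hits; confirmed hits need IC50 under 10 µM and bright autofluorescent wells are also inconclusive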
NTR1 ag: agonists of NTR1, primary screen, imaging, U2OS cells, beta-arrestin-GFP, high content (AID 493036). NTR1-U2OS beta-arrestin-GFP spot imaging, agonist mode. 330,000 compounds, 0.17% hits. P30989. activation, % at 20 µM;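 active = activation at or above 40% of the spot to cytoplasm intensity ratio, with at least 20 cells analyzed; inconclusive = wells under 20 cells, flagged as cytotoxic or low count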;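 note: 0% = DMSO without peptide and 100% = 100 nM NTR1 peptide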
Target sequence (P30989 whole entry, looked up): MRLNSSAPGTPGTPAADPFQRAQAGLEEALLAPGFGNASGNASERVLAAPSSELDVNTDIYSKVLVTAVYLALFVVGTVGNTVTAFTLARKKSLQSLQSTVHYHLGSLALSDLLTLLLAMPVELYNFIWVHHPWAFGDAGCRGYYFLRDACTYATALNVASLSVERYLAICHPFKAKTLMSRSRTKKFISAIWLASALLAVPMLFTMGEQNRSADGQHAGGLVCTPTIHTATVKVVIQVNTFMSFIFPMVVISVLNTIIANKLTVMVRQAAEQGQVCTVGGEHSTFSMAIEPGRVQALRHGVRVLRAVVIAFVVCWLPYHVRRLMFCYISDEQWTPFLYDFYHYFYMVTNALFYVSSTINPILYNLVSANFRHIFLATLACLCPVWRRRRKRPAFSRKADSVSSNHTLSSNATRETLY
AID2073: inhibitors of Mint1-CaV2.2 protein interaction, biochemical, HTRF (AID 2073). HTRF protein-protein interaction, Mint1-CaV2.2; higher % means a stronger effect. inhibition, % at 20 µM; hits with a dose series show IC50 in µM. 290,000 compounds, 0.19% hits; in the data active = inhibition mostly above about 51%, no sharp cut-off; inconclusive = no clear call, values can overlap the other calls; inactive = mostly below about 53%; note: some results filed as inactive read as strong as hits
UTI89 phage lysis: protection from phage-mediated lysis, alamar blue read-out – E. coli UTI89, K1F phage, bacterial capsule biogenesis inhibitors (AID 488966); 340,000 compounds, 0.02% hits; one-dose inhibition, % at 100 µM; IC50 in µM for titrated hits; E. coli UTI89 K1F phage lysis, alamar blue, 2 h; higher % means a stronger effect;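 active = phage lysis inhibition, versus mean bacterial control, above a set limit; inconclusive = no clear call, values can overlap the other calls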;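 note: capsule biogenesis inhibitors block K1F phage lysis so surviving cells raise fluorescence; higher fluorescence means more inhibition of phage lysis; actives were called in the ten point dose series up to 300 µM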
NTR1 ag cell count 20 µM: second read-out of NTR1 ag, no call of its own (marks repeat the call); cell count; measured here: cell count, cytotoxicity flag
Starred values were filed as active, the others as inactive; i = inactive; ? = inconclusive; . = no result given; [ ] = remark or other dose.

item | Molecule | HIV fusion peptide | GPR55 beta-arrestin | NS5 inhibitors | Siah-1 displacement | GPR35 arrestin U2OS | GPR55 LPI antagonism | NTR1 ag | NTR1 ag cell count 20 µM | AID2073 | UTI89 phage lysis
1 | CCC(CC)C(=O)Nc1nnc(S(=O)(=O)Nc2ccccc2C)s1 | 1.0% | 0.0% | 1% | -4% | 14% | 0% | 0.5 | 87 | 9% | -0.1%
2 | CCCS(=O)(=O)N1CCCC(C(=O)NCCN(CC)CC)C1 (stereo unspecified) | 0.2% | 0.4% | 0% | 2% | -4% | 9% | -0.9 | 28 | -4% | -0.1%
3 | CC/C(CC(=O)C(F)(F)F)=N\NC(=O)/C(C#N)=C/N(C)C | -0.5% | -0.2% | -2% | 1% | -8% | -1% | -1.6 | 35 | 22% | -0.2%
4 | C/C(CC1CC(C)(C)OC1=O)=N/Nc1nc(-c2ccccc2)cs1 (stereo unspecified) | -0.1% | 0.2% | 4% | 1% | -9% | -11% | 0.9 | 60 | 0% | 2.3%
5 | O=C(CSc1nncn1-c1ccccc1)Nc1ccccc1F | 0.1% | -0.2% | 4% | 0% | -7% | 0% | 0.3 | 32 | 6% | 0.4%
6 | Cc1ccc(S(=O)(=O)N2CCN(C)CC2)cc1 | 0.9% | 0.3% | -5% | 6% | 7% | 11% | 0.0 | 57 | 1% | 1.0%
7 | CCc1ccc(CNCc2cccnc2)cc1 | -2.5% | -0.1% | -2% | -1% | -4% | 9% | -0.2 | 55 | 5% | i
8 | COC(=O)c1ccc(NC(=O)CN2C(=O)c3ccccc3S2(=O)=O)cc1 | -0.1% | -0.1% | 1% | 1% | -21% | -6% | 0.7 | 43 | 1% | -0.1%
9 | CCc1c(O)nc(SCC(=O)Nc2ccccc2OC)[nH]c1=O | 0.8% | 0.2% | -10% | 6% | 0% | 9% | 1.5 | 59 | 5% | 4.4%
10 | Cc1noc(C(=O)NCC2CCCO2)c1Cl (stereo unspecified) | -1.3% | 0.3% | 4% | -1% | -21% | 13% | -0.7 | 64 | 34% | 7.7%
11 | CC(=O)Oc1ccc(-c2csc(Nc3ccc(Cl)cn3)n2)cc1 | -0.5% | -0.2% | -8% | 2% | 2% | 9% | 18 | 66 | 12% | -1.2%
12 | O=C(Nc1nc2ccsc2c(=O)s1)c1ccc(F)cc1 | 3.1% | -0.1% | . | 30% | 13% | -8% | 1.4 | 61 | 8% | .
13 | COc1ccc(C(=O)NCCCNC(=O)c2cccnc2)cc1Br | 2.4% | -0.1% | -7% | 5% | -4% | 3% | 0.8 | 73 | 7% | 0.8%[50 µM]
14 | COC(=O)CSc1ccsc1C(=O)O | -2.0% | 0.4% | -7% | -5% | -11% | -4% | 1.2 | 84 | 2% | 0.7%
15 | Cc1c(C(C)O)nnn1-c1nonc1N (stereo unspecified) | -2.1% | -0.1% | -2% | 10% | 0% | 20% | 0.0 | 64 | -10% | -0.6%
16 | COc1ccc(OC)c(S(=O)(=O)N2CCC(C(=O)Nc3cccc(C)c3C)CC2)c1 | 1.6% | 0.3% | -8% | 5% | 2% | 1% | 4.7 | 71 | 5% | 0.3%
17 | Cc1ccc(NC(=O)/C(=C\c2ccccc2)NC(=O)c2ccco2)cc1 | 0.8% | -0.2% | -1% | 1% | -1% | -2% | 1.8 | 46 | 15% | -1.4%
18 | COc1ccc(NCc2nnc(SCC(=O)Nc3cc(C)cc(C)c3)o2)cc1 | -3.2% | -0.1% | 5% | -6% | 13% | -1% | 0.5 | 74 | -21% | -0.3%
19 | CC1(C(=O)Nc2cccc(C(F)(F)F)c2)CO1 (stereo unspecified) | -0.3% | -0.3% | . | 4% | -1% | 11% | -0.1 | 93 | -9% | .
20 | Cc1ccccc1C(=O)NCCn1cc(SCC(=O)NCC2CCCO2)c2ccccc21 (stereo unspecified) | 1.7% | -0.1% | -3% | 6% | 8% | 15% | 0.4 | 50 | 6% | 0.0%
21 | COc1ccc(C(=O)NC(=S)NCC2CCCO2)cc1 (stereo unspecified) | -2.0% | -0.8% | -5% | 3% | -7% | -1% | 2.2 | 73 | -6% | 0.0%
22 | S=c1nc[nH]c2c1[nH]c1ccc(Cl)cc12 | 1.5% | 0.0% | 1% | 19% | -3% | 2% | 7.0 | 49 | ? | 0.2%
23 | Cc1cccc(C)c1OCc1cc(C(=O)N2CCC(C3CCCCC3)C2)no1 (stereo unspecified) | 3.1% | 0.5% | -8% | 7% | -7% | -6% | 4.8 | 47 | 0% | 2.0%[50 µM]
24 | Cc1ccc(NC(=O)COC(=O)c2cc(Cl)ccc2Cl)c(Br)c1 | 3.4% | -0.4% | -7% | 6% | 0% | -7% | -1.2 | 62 | 21% | 3.0%
25 | CCCC(=O)NNC(=O)CC(=O)Nc1ccccc1C(=O)O | 0.9% | -0.2% | -4% | 0% | -8% | -4% | 1.3 | 64 | 4% | 0.1%
26 | CCCc1cnc(N2CCN(C(=S)NC)CC2)nc1 | 0.4% | 0.2% | 3% | 4% | 19% | 13% | -0.9 | 54 | -6% | 0.8%
27 | CCOC(=O)Cc1csc(NC(=O)CSc2nccn2C)n1 | -0.4% | 0.3% | -4% | -7% | -1% | -2% | 0.9 | 63 | 7% | 1.1%[50 µM]
28 | COc1ccc(CCNC(=O)/C=C/C(=O)O)cc1 | 1.2% | -0.1% | -3% | 8% | -2% | 10% | 0.8 | 32 | 8% | -1.4%
29 | CC1CCCCN1C(=O)CCn1c(=S)oc2ccccc21 (stereo unspecified) | -2.7% | -0.2% | -3% | 1% | -10% | 8% | 1.6 | 56 | -12% | 0.1%
30 | Cc1c(Br)c([N+](=O)[O-])nn1CC(=O)N1CCCc2ccccc21 | -0.1% | 0.0% | -3% | 0% | 10% | 4% | 3.1 | 37 | 11% | 0.2%
31 | Cc1ccc(C23CC4CC(CC(NC(=O)NCCN(C)C)(C4)C2)C3)cc1 | -2.4% | -0.1% | -8% | 1% | 0% | 8% | 2.7 | 87 | -5% | 4.0%
32 | CCCCCC(=O)N1CCN(CCN=CC2=C(O)CC(c3ccco3)CC2=O)CC1 (stereo unspecified) | -0.5% | -0.1% | -2% | 6% | -2% | 25% | -1.3 | 71 | -11% | 2.9%
33 | CCOCCCNC(=O)c1ccc2c(c1)ncn2-c1ccc(CC)cc1 | 0.4% | 0.0% | 2% | 10% | 1% | -7% | 0.2 | 77 | 7% | 0.0%
34 | Fc1cccc(Cl)c1/C=N/n1c(-c2cccnc2)n[nH]c1=S | -4.1% | -0.3% | -4% | 6% | -12% | 13% | 1.6 | 68 | 4% | 0.3%
35 | Cc1cc(C(=O)OCC(=O)Nc2cccc(S(N)(=O)=O)c2)c2ccccc2n1 | 0.1% | -0.1% | -11% | -7% | 1% | -11% | 0.0 | 61 | 3% | -0.1%
36 | CCOC(=O)c1c(C)[nH]c(C(=O)NNC(=O)c2ccccc2)c1C | -3.1% | -0.2% | -10% | 6% | -3% | 8% | -2.2 | 60 | -6% | 4.0%
37 | O=S(=O)(c1ccc(NCCc2c[nH]c3ccccc23)nc1)N1CCOCC1 | 2.8% | -0.2% | 1% | 0% | -9% | 0% | 0.8 | 76 | -2% | 3.7%
38 | O=C(O)C1=C[C@@H](c2csc3ccccc23)C[C@@H](OCCCCO)O1 | 7.7% | 0.9% | 4% | 3% | -2% | -3% | -5.4 | 83 | 11% | 0.5%
39 | O=C(/C=C/c1ccco1)Nc1cccc(-c2nc3ccccc3[nH]2)c1 | 0.2% | -0.3% | -18% | 0% | 8% | 10% | 8.8 | 55 | -5% | -0.2%
40 | COc1cccc(-c2nc3cc(C)ccc3o2)c1 | 0.3% | -0.3% | -5% | -6% | 2% | -8% | -0.5 | 82 | 31% | 0.6%
41 | COc1ccc(OC)c(NC(=O)Nc2nnc(N3CCC(C)CC3)s2)c1 | -0.2% | 0.3% | -1% | -7% | 1% | 9% | 6.3 | 98 | 2% | 0.5%
42 | Cc1ccc(C(=O)Nc2ccccc2N2CCCCC2)cc1[N+](=O)[O-] | -0.8% | 0.1% | -5% | -6% | 9% | 8% | 1.3 | 78 | 2% | 0.2%
43 | CCCC(C)NC(=O)c1cc(Cl)ccc1OC (stereo unspecified) | -1.7% | -0.1% | -5% | -1% | -13% | 4% | 0.4 | 57 | -1% | 0.2%
44 | Cc1ccc(Cn2c(CN3CCOCC3)nc3c2c(=O)[nH]c(=O)n3C)cc1 | -2.0% | 0.6% | 1% | 0% | 0% | -3% | -2.6 | 50 | -4% | -0.4%
45 | COc1ccc(C=C(c2nc3ccccc3s2)c2nc3ccccc3s2)cc1O | 58%* | 3µM* | -1% | 29% | 16% | 10% | 8.2 | 42 | 26% | -0.3%[50 µM]
46 | Cn1cnc(S(=O)(=O)Nc2ccccc2C(=O)NCC2CC2)c1 | 0.1% | -0.2% | -12% | -1% | 0% | 3% | -1.2 | 50 | 4% | 0.3%
47 | CSc1ccccc1-c1nnc(-c2ccccc2)o1 | -1.7% | -0.3% | -5% | -3% | -9% | 9% | 0.9 | 61 | 6% | 9.7%
48 | O=C1CCCN2N=C(SCC(=O)Nc3cccc(F)c3)SC2=N1 | 0.2% | . | 2% | 2% | 8% | 6% | -0.2 | 57 | 17% | 0.1%
49 | CCCN1CCC(=O)N([C@H](CSc2ccccc2)CC(C)C)CC1 | 1.3% | 0.4% | -3% | -5% | 0% | 5% | 0.8 | 52 | -2% | 0.6%
50 | CN(C)S(=O)(=O)c1cccc(NC(=O)COC(=O)c2cc(=O)[nH]c(=O)[nH]2)c1 | -0.2% | -0.1% | -5% | 0% | -4% | -14% | 0.0 | 92 | -4% | 0.2%
51 | Cc1ccc(CNC(=O)C2CC(=O)N(C3CCCCCCC3)C2)cc1 (stereo unspecified) | -0.7% | 0.2% | 6% | -4% | 20% | 4% | 0.8 | 43 | -6% | -0.5%
52 | COc1ccc(C2C(C#N)=C(N)OC3=C2C(=O)CCC3)cc1Cn1nc(C)c([N+](=O)[O-])c1C (stereo unspecified) | 4.1% | 0.0% | 8% | 2% | 13% | 9% | 1.6 | 42 | 4% | 0.8%
53 | COc1ccccc1OCc1cc(C(=O)NCCN2CCCC(O)C2)no1 (stereo unspecified) | 0.7% | 0.4% | 1% | 1% | -10% | 17% | 0.4 | 56 | -2% | 1.1%[50 µM]
54 | Cc1nc(CN2CCOCC2)cc(=O)[nH]1 | -1.2% | -0.3% | -4% | -2% | -3% | -1% | -1.8 | 88 | 9% | -0.2%
